# Source: PubChem (National Center for Advancing Translational Sciences (NCATS))
# FBPA Giardia inh: qHTS Assay for Inhibitors of Fructose-1,6-bisphosphate Aldolase from Giardia Lamblia; actives 0.71% (n = 290,000); purified Giardia FBPA; Potency, µM (top dose mostly 59.6 µM), for inactives: at the top dose activity, negative = inhibition, usual class: inhibitors; A8B2U2; note: potency is the fitted concentration of half-maximal effect; nearly all actives have a fitted effect of over 55% in size
# Target sequence (A8B2U2 whole entry, looked up): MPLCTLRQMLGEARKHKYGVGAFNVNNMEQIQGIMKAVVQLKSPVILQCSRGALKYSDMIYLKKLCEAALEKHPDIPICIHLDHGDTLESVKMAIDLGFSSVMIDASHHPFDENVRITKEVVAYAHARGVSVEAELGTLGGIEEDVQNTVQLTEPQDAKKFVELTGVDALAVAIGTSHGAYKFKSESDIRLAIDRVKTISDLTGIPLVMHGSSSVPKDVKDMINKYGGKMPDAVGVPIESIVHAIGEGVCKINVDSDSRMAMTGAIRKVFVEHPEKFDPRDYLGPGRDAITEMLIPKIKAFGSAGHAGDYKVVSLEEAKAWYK
#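 40 nM FBPA preincubated 10 min at RT with compound (up to 57.5 uM final), then substrate plus GAPDH/TPI/NAD/arsenate coupling and diaphorase/resazurin added. Fluorescence read after 20 min at RT, 525/598 nm.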
# HCMV inh: qHTS Assay for inhibitors of the human cytomegalovirus (HCMV). HFF cells, HCMV-luciferase reporter, 72 h; stronger effect = lower value. actives 4.5% (n = 410,000). activity change, negative = inhibition, % at 57.5 µM. AID 1259415, 2018; in the data active = activity change below about -60%; inconclusive = no clear call, values can overlap the other calls; inactive = above about -39%
#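 Screen run at 2 compound doses on HFFs infected with reporter HCMV, MOI 1 PFU/cell. Luciferase activity from cell lysates at 72 h post infection gave inhibition relative to buffer-only and Salinomycin wells.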
# Sm TGR block: qHTS Assay for the Inhibitors of Schistosoma Mansoni Peroxiredoxins. purified TGR, DTNB reduction, TNB absorbance 405 nm. AID 485364, 2010. Potency, µM (series often up to 114 µM), inactives show at the top dose activity change, negative = inhibition, actives largely listed as inhibitors. actives 3% (n = 360,000). Schistosoma mansoni thioredoxin glutathione reductase (TGR), Q962Y6; note: potency is the fitted concentration of half-maximal effect; nearly all actives have a fitted effect of over 60% in size
#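 Kinetic colorimetric format: TGR-catalysed, NADPH-driven DTNB reduction monitored via TNB absorbance. Enzyme dispensed at 20 nM; compound exposure 15 min at room temperature before reaction start.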
# AmpC no deterg: qHTS Inhibitors of AmpC Beta-Lactamase (assay without detergent). AmpC nitrocefin hydrolysis, absorbance 480 nm, 0.0001% Triton. Potency, µM (highest dose often 57.1 µM), for the others: at the top dose activity change, negative = inhibition, usual class: inhibitors. actives 0.52% (n = 330,000). AID 485341, 2010;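 note: potency is the fitted concentration of half-maximal effect; plate controls were no compound for no effect and no enzyme for full effect; nearly all actives have a fitted effect of over 20% in size; some results filed as inactive show a strong effect at the top dose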
# Target sequence (P00811 whole entry, looked up): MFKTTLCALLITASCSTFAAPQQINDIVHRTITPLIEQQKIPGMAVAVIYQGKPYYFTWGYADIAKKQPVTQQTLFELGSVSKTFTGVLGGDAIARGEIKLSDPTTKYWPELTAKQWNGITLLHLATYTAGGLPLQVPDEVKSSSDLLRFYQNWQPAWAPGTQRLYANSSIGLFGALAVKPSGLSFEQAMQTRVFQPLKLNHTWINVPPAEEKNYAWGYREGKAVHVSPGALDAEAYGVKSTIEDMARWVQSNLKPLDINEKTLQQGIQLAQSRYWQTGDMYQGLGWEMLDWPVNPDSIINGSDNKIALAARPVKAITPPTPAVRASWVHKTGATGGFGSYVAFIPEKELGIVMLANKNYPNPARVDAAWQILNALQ
#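 AmpC (5.3 nM in the dispensed reagent) in 20 mM phosphate pH 7.0 with 0.01% (detergent screen) or 0.0001% Triton X-100 was preincubated with compounds for 15 min at room temperature. Nitrocefin was then added from an 800 uM solution, and hydrolysis was followed at 480 nm.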
# AmpC inh detg: qHTS Inhibitors of AmpC Beta-Lactamase (assay with detergent) | Potency, µM (doses to about 114 µM), without a hit: at the top dose activity change, negative = inhibition, most hits filed as inhibitors | actives 0.041% (n = 370,000) | AmpC hydrolysis of nitrocefin, absorbance 480 nm, 0.01% Triton | P00811;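 note: potency is the fitted concentration of half-maximal effect; 0% = no-compound wells and -100% = no-enzyme wells; nearly all actives have a fitted effect of over 25% in size; some results filed as inactive show a strong effect at the top dose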
#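 20 mM phosphate pH 7.0 + 0.01% (detergent screen) or 0.0001% Triton X-100; 5.3 nM AmpC reagent; cpd preinc 15 min RT; nitrocefin (800 uM stock) to start; A480 q20 s × 4 min; Activity was normalised to no-enzyme and no-compound control wells.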
# HCV inh: qHTS Assay for Inhibitors of Hepatitis C Virus (HCV); Huh7.5.1 HCVcc-Cre infection, luciferase reporter, 44 h; actives 3.4% (n = 340,000); Potency, µM (titrated, usually from 41.8 µM), inactives show at the top dose activity change, negative = inhibition, most hits filed as inhibitors; note: potency is the fitted concentration of half-maximal effect
#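 Luciferase read-out (15 sec integration) after a 15 min room-temperature substrate step quantifies HCVcc-Cre infection. Cells, 1,000 per well, had compound added 4 h post-plating, then virus at ~0.5 moi, and were cultured 44 h.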
# An asterisk follows results filed as active; ? = inconclusive; · = no result given; [ ] = remark or other dose. Unless noted, calls come from the whole dose curve; as a rule, active = well fitted curve in the direction sought with a large enough effect; inconclusive = small, poorly fitted or top-dose-only effect, or another doubt; inactive = no such curve, though single readings can be large; an effect the other way counts as inactive or inconclusive. Unless noted, % is set by controls: 0 for no effect and ±100 for the full control effect.
1. COC(=O)C1=C(C)N(CCc2ccccc2)C(=O)C1
2. CCn1c(=O)n(CC)c2cc(N3CCCCC3)c(NC(=O)Nc3ccccc3Cl)cc21
3. CCCCn1c(N)c(N(CC)C(=O)c2ccc(Cl)c(Cl)c2)c(=O)[nH]c1=O
4. CCc1cccc(NC(=O)CCNS(=O)(=O)c2ccc3[nH]c(=O)oc3c2)c1
5. C/C(=N/NC(=O)CN1CCN(Cc2ccccc2)CC1)c1ccc([N+](=O)[O-])cc1
6. COc1ccc(CN2CCSc3sccc3C2=O)cc1
7. COc1cccc(C2C(C#N)=C(N)OC3=C2C(=O)CC(c2ccco2)C3)c1OCc1ccc(F)cc1 (configuration not stated)
8. COc1ccc(OC)c(NC(=O)CN2CCN(C(=O)c3ccco3)CC2)c1
9. O=C(NCc1cccnc1)C(=O)NCC(c1cccnc1)N1CCN(c2ccccc2)CC1 (configuration not stated)
10. Cc1ccc(S(=O)(=O)NCCC(=O)N2CCCCCC2)cc1

Assay by compound,1,2,3,4,5,6,7,8,9,10
Sm TGR block,0%,-17%,-5%,1%,0%,-1%,?,-19%,24%,3%
FBPA Giardia inh,-10%,·,-1%,?,20%,7%,-13%,-12%,·,·
AmpC no deterg,20%,·,-1%,-29%,50%,-15%,-35%,0%,·,-13%
HCV inh,0%,·,14%,13%,?,1%,?,3%,·,10%
AmpC inh detg,-7%,-1%,-5%,?,-6%,-8%,0%,?,15%,-10%
HCMV inh,-29,-39,18,-31,-2,-19,-5,-7,6,-8

11. CCCCn1c(N)c(N(CC(C)C)C(=O)CSc2ccc3c(c2)OCCO3)c(=O)[nH]c1=O
12. CCC(=O)c1ccc(OCC(=O)NCC2COc3ccccc3O2)cc1 (configuration not stated)
13. Cc1ccc(C)c(NC(=S)NC(C)C(c2cccs2)N2CCOCC2)c1 (configuration not stated)
14. CSc1ccccc1NC(=O)CN(C)CC(=O)NCC(=O)Nc1ccc(F)cc1
15. COc1ccc(OC(C)=O)c(C2c3cc(OC)c(OC)cc3CCN2C(C)=O)c1 (configuration not stated)
16. CCOC(=O)C1CCN(C(=O)CCc2c(C)nc3cc(-c4ccc(OC)cc4OC)nn3c2C)CC1
17. NC(=O)CN1C(=O)C(=O)N(Cc2ccc(Cl)cc2)C1=O
18. Cc1cc(/C=C(\C#N)C(=O)OCC(=O)NC(=O)NC(C)(C)C)c(C)n1CCC(C)C
19. COc1ccc(/C=C2\C(=O)OCc3cc(OC)c(OC)cc32)cc1OC
20. Cc1ccc(OCC(=O)Nc2ccccc2OCc2cc(=O)n3ccccc3n2)cc1C

Assay by compound,11,12,13,14,15,16,17,18,19,20
Sm TGR block,?,6%,-4%,-3%,1%,-1%,3%,-2%,-10%,-1%
FBPA Giardia inh,·,·,1%,·,11%,-8%,22%,-2%,0%,·
AmpC no deterg,-6%,-1%,33%,14%,23%,12%,-17%,-7%,-8%,·
HCV inh,16%,1%,-4%,1%,4%,5%,-3%,-14%,-12%,·
AmpC inh detg,?,?,-12%,1%,-3%,2%,-8%,-15%,-17%,-9%
HCMV inh,15,-14,-17,0,-2,-11,37,-39,37,1

21. COC(=O)c1ccccc1NC(=S)N1CCN(c2ccc(OC)cc2)CC1
22. COC(=O)c1ccccc1NC(=O)c1c(Br)cnn1C
23. CCSc1nsc(SCC)c1C(N)=O
24. Cc1cccc(NC(=O)c2cc(S(=O)(=O)N3CCc4ccccc43)ccc2F)c1C
25. O=C(CNS(=O)(=O)c1ccc(Br)s1)N1CCN(c2ncccn2)CC1
26. Cc1sc2nc(COC(=O)c3cccc(S(=O)(=O)N(C)c4ccccc4)c3)[nH]c(=O)c2c1C
27. Cc1nnc(NC(=O)c2cc3ccccc3o2)s1
28. CN(CC(=O)Nc1ccc(Cl)c(C(F)(F)F)c1)C(=O)c1cccc(N2C(=O)CCC2=O)c1
29. COc1ccc(CN2CCN(Cc3ccco3)CC2)c(OC)c1
30. COC(=O)COc1cccc2c(=O)n(CC(=O)N3CCCc4ccccc43)ccc12

Assay by compound,21,22,23,24,25,26,27,28,29,30
Sm TGR block,-20%,8%,0%,8%,-10%,12%,0%,6%,-12%,2%
FBPA Giardia inh,-3%,·,6%,·,-1%,-7%,·,·,13µM*,0%
AmpC no deterg,4%,-7%,-13%,·,-3%,-40%,-14%,65%[activator],-14%,0.63µM*
HCV inh,-19%,?,14%,·,12%,?,3%,4%,13%,4%
AmpC inh detg,5%,-2%,?,-3%,0%,0%,7%,?,-6%,?
HCMV inh,-1,-13,28,15,-22,-7,9,5,29,-8

31. CCc1ccc(Oc2cc(Cl)nc(N)n2)cc1
32. N#Cc1ccccc1NC(=O)COC(=O)CCc1ccccc1
33. Cc1ccc(C(O)c2ccc(-n3ccnc3)cc2)cc1 (configuration not stated)
34. CCOC(=O)Nc1ccc(S(=O)(=O)Nc2nccc(C)n2)cc1
35. CCn1c(SCC(=O)Nc2ccc(C(C)=O)cc2)nc2nc3c(cc2c1=O)CCCC3
36. O=P(c1cccs1)(c1cccs1)c1cccs1
37. Cc1cccc(N(C(=O)Nc2ccc(Cl)cc2)C2=NCC(C)S2)n1 (configuration not stated)
38. Cc1cccc(C(=O)NCC(=O)OCCOc2ccccc2Cl)c1
39. NC(=O)c1ccccc1NC(=O)CN1CCCCCC1
40. COc1ccccc1-n1c(COc2ccccc2-c2ccccc2)nnc1SCC(=O)c1c(N)n(C)c(=O)n(C)c1=O

Assay by compound,31,32,33,34,35,36,37,38,39,40
Sm TGR block,3%,2%,-23%,1%,9%,2%,-2%,3%,-7%,3%
FBPA Giardia inh,0%,5%,1%,0%,0%,-7%,1%,·,·,-1%
AmpC no deterg,-6%,-17%,48%,-17%,-17%,-16%,-16%,-11%,-16%,9%
HCV inh,-4%,-5%,-4%,14%,?,26%,-16%,6%,11%,-13%
AmpC inh detg,-3%,2%,0%,1%,?,?,-10%,-12%,-1%,?
HCMV inh,126,29,112,7,?,-23,-38,-30,13,-23

41. CCOC(=O)/C(=N\Nc1ccc(C(C)=O)cc1)c1csc(Nc2ccccc2)n1
42. CCOC(=O)c1cc2sc(C)cc2n1CC(=O)Nc1ccc2c(c1)OCCO2
43. Cc1cccc(CNC(=O)CN2C(=O)CCCc3ccccc32)c1
44. COc1ccc(CCNc2nc(C)nc3c2nnn3Cc2ccccc2)cc1OC
45. O=C(CCn1c2c(c3ccccc31)CCCC2)NNC(=O)c1ccccc1Cl
46. NS(=O)(=O)c1ccc(N/N=C/c2ccccc2Br)cc1
47. CN(C)C(=O)Nc1ccccc1CC[N+](=O)[O-]
48. O=C(Nc1c(C(=O)Nc2cccc(F)c2)oc2ccccc12)c1ccc2c(c1)OCO2
49. OCCC1CN(Cc2cccs2)CCN1Cc1ccccc1 (configuration not stated)
50. CN(C)c1oc(-c2ccccc2Cl)nc1S(=O)(=O)c1ccccc1

Assay by compound,41,42,43,44,45,46,47,48,49,50
Sm TGR block,3%,-3%,5%,-15%,2%,-7%,-25%,-30%,-6%,-11%
FBPA Giardia inh,7%,-1%,·,5%,3%,-8%,0%,0%,1%,2%
AmpC no deterg,-33%,-16%,·,-7%,-21%,-24%[11.4 µM],-18%,-14%,-12%,-16%
HCV inh,?,?,·,?,?,-11%,10%,-18%,18%,-13%
AmpC inh detg,0%,-2%,23%,2%,-4%,-10%,2%,2%,-1%,-9%
HCMV inh,?,?,?,-28,-22,-13,-1,-30,25,55

51. CCCN(CCC)CCCNC(=O)C1CCC(CNS(=O)(=O)c2ccc(NC(C)=O)cc2)CC1 (configuration not stated)
52. COc1ccc(CCNC(=O)COC(=O)Cc2c[nH]c3ccccc23)cc1OC
53. Cc1cc(C)nc(SCC(=O)Nc2ncccn2)n1
54. CC(SCC(=O)O)c1nc2ccccc2[nH]1 (configuration not stated)
55. CCc1ccc(-c2nn(CC(=O)Nc3ccccc3C)c3c2cnc2ccc(C)cc23)cc1
56. CCC(C)[C@H](NC(=O)OC(C)(C)C)c1nnc(SCc2c(C)[nH]c(=O)[nH]c2=O)o1 (some centres not stated)
57. O=C(COC(=O)Cc1ccsc1)Nc1ccc(Br)cc1F
58. COc1cccc(NC(=O)C(Cc2ccccc2)N2Cc3ccccc3C2=O)c1 (configuration not stated)
59. COc1ccc(NC(=O)Cc2nnc(SCC(=O)Nc3cc(C)ccc3OC)n2C)cc1
60. Cn1ncc2nc(SCC(=O)Nc3ccc(Br)cc3F)n(Cc3ccccc3)c(=O)c21

Assay by compound,51,52,53,54,55,56,57,58,59,60
Sm TGR block,1%,·,0%,-2%,1%,4%,4%,1%,22%,-3%
FBPA Giardia inh,·,·,6%,-27%,·,2%,·,·,-4%,·
AmpC no deterg,·,-10%,-17%,-14%,·,0%,-4%,·,·,·
HCV inh,·,?,·,-4%,·,0%,-10%,·,-7%,·
AmpC inh detg,1%,·,-11%,?,1%,3%,13%,4%,-6%,8%
HCMV inh,7,79,-18,-13,-3,-1,21,-34,27,7

# Compounds as they come; overall some 9.9% were active at least once.
